Screens as filed in PubChem.
KB-V1 cytotox = qHTS assay for MDR1-selective chemotherapeutics: Primary screen using the drug-selected MDR subline cells KB-V1 | KB-V1 MDR cells viability, CellTiter-Glo, 72 h | Potency, µM (top dose mostly 46.1 µM), inactives show at the highest dose activity change, negative = cytotoxicity, hits mostly cytotoxic | 400,000 tested, 3.4% active | AID 1347076, 2019; note: potency is the fitted concentration of half-maximal effect; % is set by controls: 0 for no effect and ±100 for the full control effect; nearly all actives have a fitted effect of over 60% in size
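Cytotoxicity via CellTiter-Glo luminescence after 72 h compound exposure at 37 degrees C. Cells: drug-selected KB-V1 line, DMEM phenol-red free plus 10% FBS. Compounds tested at multiple concentrations; normalized data fitted to concentration-effect curves.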
HT1080NT lethal = qHTS for induction of synthetic lethality in tumor cells producing 2HG: qHTS for the HT-1080-NT fibrosarcoma cell line; HT-1080-NT fibrosarcoma viability, CellTiter-Glo ATP luminescence, 48 h; Potency, µM (highest dose often 46.1 µM), for inactives: at the top dose activity, negative = less viability, hits mostly cytotoxic; 360,000 tested, 1.6% active; AID 686970, 2013;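 note: NT is the 2HG producing partner of a matched IDH1 knockdown line; potency is the fitted concentration of half-maximal effect; 0% = DMSO-treated cells and -100% = media-only wells without cells; nearly all actives have a fitted effect of over 55% in size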
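Read-out is CellTiter-Glo luminescence after 10 minutes at room temperature, following 48 hours' compound treatment of HT-1080-NT cells (750 cells/well, RPMI, 5% FBS, 37 degrees C).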
SW480 rerep = A quantitative high throughput screen for small molecules that induce DNA re-replication in SW480 colon adenocarcinoma cells; AID 624297, 2012; SW480 DNA re-replication, Hoechst DNA content imaging, 48 h; Potency, µM (doses to about 46.1 µM), without a hit: at the highest dose re-replication activation, most hits filed as activators; 340,000 tested, 1.8% active; note: potency is the fitted concentration of half-maximal effect; % of control where 0% means no effect; nearly all actives have a fitted effect of over 55% in size
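Compounds, transferred as 23 nL by pin tool, were incubated with cells for 48 hr; DNA content per nucleus was then quantified by Hoechst staining and fluorescence plate imaging.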
MCF10A rereplic = A quantitative high throughput screen for small molecules that induce DNA re-replication in MCF 10a normal breast cells; MCF 10A DNA re-replication, Hoechst nuclear intensity, 48 h; Potency, µM (doses to about 46.1 µM), without a hit: at the top dose activity, positive = re-replication, actives largely listed as activators; 350,000 tested, 2.9% active; AID 624296, 2012; note: potency is the fitted concentration of half-maximal effect; % of control where 0% means no effect; nearly all actives have a fitted effect of over 50% in size
HT1080 IDH1KD tx = qHTS for induction of synthetic lethality in tumor cells producing 2HG: qHTS for the HT-1080-IDH1KD cell line | HT-1080 IDH1 knockdown viability, ATP luminescence, 48 h | AID 686971, 2013 | Potency, µM (highest dose often 46.1 µM), for the others: top-dose activity, negative = toxicity, hits mostly cytotoxic | 360,000 tested, 2% active;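 note: potency is the fitted concentration of half-maximal effect; 0% = DMSO wells and -100% = cell-free medium wells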
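HT-1080-IDH1KD cells (IDH1 knocked down), 750/well in RPMI with 5% FBS, treated with compound 48 h at 37 degrees C. Viability by CellTiter-Glo luminescence, normalised to DMSO and no-cell wells; concentration-response curves classed.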
KB-3-1 cytotox = qHTS assay for MDR1-selective chemotherapeutics: Primary screen using the parental adenocarcinoma cell KB-3-1 | KB-3-1 viability, CellTiter-Glo ATP luminescence, 72 h | Potency, µM (titrated, usually from 46.1 µM), for inactives: at the top dose activity change, negative = cytotoxic, hits mostly cytotoxic | 400,000 tested, 1.4% active; note: potency is the fitted concentration of half-maximal effect; % is set by controls: 0 for no effect and ±100 for the full control effect; nearly all actives have a fitted effect of over 60% in size
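Cytotoxicity in the drug-sensitive parental line KB-3-1 was scored as loss of CellTiter-Glo luminescence following 72 h incubation with compound. Values come from curve fitting of normalized concentration-response data.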
ATXN viability = Viability Counterscreen for Primary qHTS for Inhibitors of ATXN expression; S2 cells (HEK-293 line with an ATXN2-luciferase reporter) viability, CellTiter-Fluor protease fluorescence, 24 h; Potency, µM (highest dose often 56.7 µM), hits mostly cytotoxic; 400,000 tested, 0.49% active; AID 651635, 2014; note: potency is the fitted concentration of half-maximal effect; nearly all actives have a fitted effect of over 40% in size
IL1B secr inh = qHTS for Inhibitors of Inflammasome Signaling: IL-1-beta AlphaLISA Primary Screen; THP-1 LPS/ATP IL-1B secretion, AlphaLISA, 16 h; stronger effect = lower value; activity change, % at 57.5 µM; 360,000 tested, 4.7% active; in the data active = activity change below about -50%; inconclusive = mostly about -30% to -49%; note: % is set by controls: 0 for no effect and ±100 for the full control effect
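THP-1 cells pretreated 1 hr with compounds (up to 57.5 uM final), then stimulated with LPS (250 ng/mL final) plus ATP (1.25 mM final); secreted IL-1B measured by AlphaLISA after 16 hr, decreased signal indicating inhibition.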
ATXN2 expr inh = Primary qHTS for Inhibitors of ATXN expression. 360,000 tested, 0.72% active. Potency, µM (series often up to 57 µM), for the others: at the top dose activity change, negative = inhibition, actives largely listed as inhibitors. HEK-293 ATXN2-luciferase reporter, luminescence, 24 h; note: potency is the fitted concentration of half-maximal effect; % is set by controls: 0 for no effect and ±100 for the full control effect; nearly all actives have a fitted effect of over 55% in size
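qHTS (up to 57 uM final) was run with 24 h compound exposure of reporter cells at 37 °C. Each well was multiplexed: SteadyGlo luminescence measured ATXN2-luciferase expression after a fluorogenic Gly-Phe-AFC viability readout (25 uM final).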
* marks the source's active call; other numbers are inactive results; [ ] = dose if it differs, or a comment. Unless noted, calls come from the whole dose curve; as a rule, active = well fitted curve in the direction sought with a large enough effect; inconclusive = small, poorly fitted or top-dose-only effect, or another doubt; inactive = no such curve, though single readings can be large; an effect the other way counts as inactive or inconclusive. Rows were taken by chance; overall some 11% were active at least once.

What do the screens show for `CCOCCCNC(=O)Cc1cc(=O)[nH]c(=O)[nH]1`?
KB-V1 cytotox: -11.0%; HT1080NT lethal: -0.7%; SW480 rerep: -17.4%; MCF10A rereplic: 16.1%; HT1080 IDH1KD tx: 3.1%; KB-3-1 cytotox: 3.9%; ATXN viability: inactive; IL1B secr inh: -10.0; ATXN2 expr inh: 15.1%

Results for COC(=O)c1cccnc1-n1c(=O)c2cccnc2n(CC(=O)Nc2c(C)cc(C)cc2C)c1=O ?
KB-V1 cytotox: 0.0%; KB-3-1 cytotox: 9.9%; ATXN viability: inactive; ATXN2 expr inh: 4.0%

What do the screens show for `CCOC(=O)c1ccc(N2C(=O)c3n[nH]c(C)c3C2c2ccc(OC)c(OC)c2)cc1` (stereo not given)?
KB-V1 cytotox: inconclusive; HT1080NT lethal: -2.5%; SW480 rerep: -6.3%; MCF10A rereplic: -0.9%; HT1080 IDH1KD tx: 0.2%; KB-3-1 cytotox: 11.0%; ATXN viability: inactive; IL1B secr inh: -26.1; ATXN2 expr inh: 0.0%

Results for CCOC(=O)C1(C)CCN1C(=O)c1cc(F)cc(F)c1 (stereo not given) ?
KB-V1 cytotox: 1.6%; HT1080NT lethal: 17.1%; HT1080 IDH1KD tx: 9.3%; KB-3-1 cytotox: 0.0%; ATXN viability: inactive; IL1B secr inh: 2.5; ATXN2 expr inh: 3.7%

Results for Cn1ccnc1SCc1nc2c(cnn2-c2ccccc2)c(=O)[nH]1 ?
KB-V1 cytotox: -3.3%; HT1080NT lethal: 1.4%; SW480 rerep: -6.9%; MCF10A rereplic: 3.9%; HT1080 IDH1KD tx: 4.8%; KB-3-1 cytotox: 0.0%; ATXN viability: inactive; IL1B secr inh: 5.6; ATXN2 expr inh: -1.6%

Results for CC(=O)N/C(=C\c1ccccc1)C(=O)Nc1ccccc1C ?
KB-V1 cytotox: 18.2%; HT1080NT lethal: -0.4%; SW480 rerep: -46.7%[inhibitor]; MCF10A rereplic: 3.4%; HT1080 IDH1KD tx: 7.7%; KB-3-1 cytotox: inconclusive; ATXN viability: inactive; IL1B secr inh: 3.0

What do the screens show for `COCCn1c(C)nnc1SCC(=O)NNC(=O)c1ccc(Cl)cc1`?
KB-V1 cytotox: 57.3%; HT1080NT lethal: 1.3%; SW480 rerep: -21.1%; MCF10A rereplic: -30.4%; HT1080 IDH1KD tx: -1.4%; KB-3-1 cytotox: inconclusive; ATXN viability: inactive; IL1B secr inh: 4.0; ATXN2 expr inh: 2.4%

How did N#Cc1cc([N+](=O)[O-])ccc1NCC1CCCO1 (stereo not given) do in these assays?
KB-V1 cytotox: -4.3%; HT1080NT lethal: 1.0%; SW480 rerep: -44.9%[inhibitor]; MCF10A rereplic: 0.1%; HT1080 IDH1KD tx: -3.5%; KB-3-1 cytotox: -16.7%; ATXN viability: inactive; IL1B secr inh: 16.2; ATXN2 expr inh: -6.4%

Results for COc1ccc(NC(=O)CSCc2cc(=O)c3cc(Cl)ccc3[nH]2)cc1 ?
KB-V1 cytotox: 11.0%; KB-3-1 cytotox: 6.2%; ATXN viability: inactive; ATXN2 expr inh: -20.0%

How did COc1ccc(N(CC(=O)N2CCc3ccccc32)S(=O)(=O)c2c(C)noc2C)cc1 do in these assays?
KB-V1 cytotox: 10.3µM*; HT1080NT lethal: -3.6%; SW480 rerep: 0.0%; MCF10A rereplic: inconclusive; HT1080 IDH1KD tx: -20.0%; KB-3-1 cytotox: inconclusive; ATXN viability: inactive; IL1B secr inh: -19.7; ATXN2 expr inh: -20.4%

Results for Cc1noc(C)c1COc1cccc(C(=O)Nc2ccc(C#N)cc2)c1 ?
KB-V1 cytotox: inconclusive; HT1080NT lethal: -18.2%; SW480 rerep: -1.5%; MCF10A rereplic: 12.7%; HT1080 IDH1KD tx: -12.6%; KB-3-1 cytotox: -6.3%; ATXN viability: inactive; IL1B secr inh: -11.6; ATXN2 expr inh: -7.2%

What do the screens show for `COc1cc(/C=N/NC(=O)c2cncc(Br)c2)cc([N+](=O)[O-])c1O`?
KB-V1 cytotox: inconclusive; HT1080NT lethal: 16.4µM*; SW480 rerep: 4.11µM*; MCF10A rereplic: 0.9%; HT1080 IDH1KD tx: -4.0%; KB-3-1 cytotox: inconclusive; ATXN viability: inconclusive; IL1B secr inh: 55.8; ATXN2 expr inh: inconclusive

How did CCOc1ccc2nc(NC(=O)C3CCN(c4cnccn4)CC3)sc2c1 do in these assays?
KB-V1 cytotox: -13.2%; HT1080NT lethal: -16.0%; SW480 rerep: inconclusive; MCF10A rereplic: inconclusive; HT1080 IDH1KD tx: -2.4%; KB-3-1 cytotox: inconclusive; ATXN viability: inactive; IL1B secr inh: -27.1; ATXN2 expr inh: inconclusive

Results for COC(=O)CNC(=O)C1(C)C=CCN1C(=O)c1ccccc1 (stereo not given) ?
KB-V1 cytotox: -2.1%; HT1080NT lethal: 11.2%; SW480 rerep: -0.2%; MCF10A rereplic: 2.0%; HT1080 IDH1KD tx: 7.9%; KB-3-1 cytotox: -6.3%; ATXN viability: inactive; IL1B secr inh: -19.6; ATXN2 expr inh: 42.2%[activator]

How did CCN(CC)CCNC(=O)c1ccc2c(c1)NC(=O)c1ccccc1S2 do in these assays?
KB-V1 cytotox: -2.8%; HT1080NT lethal: -28.3%; SW480 rerep: -3.6%; MCF10A rereplic: inconclusive; HT1080 IDH1KD tx: -27.5%; KB-3-1 cytotox: -16.0%; ATXN viability: inactive; ATXN2 expr inh: inconclusive

Results for CC(=O)OC[C@@H]1CN(Cc2ccccc2)C[C@H](n2ccc3c(N)ncnc32)O1 ?
KB-V1 cytotox: 5.6%; HT1080NT lethal: inconclusive; HT1080 IDH1KD tx: 11.3%; KB-3-1 cytotox: 0.0%; ATXN viability: inactive; IL1B secr inh: 0.0; ATXN2 expr inh: 11.3%

Results for Cc1ccc(C(=O)OCC(=O)Nc2ccc3[nH]c(=O)[nH]c3c2)cc1S(=O)(=O)N1CCOCC1 ?
KB-V1 cytotox: 3.7%; HT1080NT lethal: 5.4%; SW480 rerep: 1.7%; MCF10A rereplic: 6.9%; HT1080 IDH1KD tx: 3.2%; KB-3-1 cytotox: 8.3%; ATXN viability: inactive; IL1B secr inh: 30.5; ATXN2 expr inh: 16.1%

What do the screens show for `COc1ccc(NS(=O)(=O)c2cc(NS(=O)(=O)c3cccs3)ccc2C)cc1`?
KB-V1 cytotox: -9.9%; HT1080NT lethal: -6.0%; SW480 rerep: 23.8%; MCF10A rereplic: inconclusive; HT1080 IDH1KD tx: -11.2%; KB-3-1 cytotox: inconclusive; ATXN viability: inactive; IL1B secr inh: 12.6; ATXN2 expr inh: -21.5%

What do the screens show for `Cc1ccc(N2C(=O)[C@@H]3[C@H](C2=O)[C@H]2C=C(C(=O)c4ccccc4)C=CN2[C@@H]3C(=O)c2ccc(Cl)cc2)cc1`?
KB-V1 cytotox: -5.7%; HT1080NT lethal: 19.8%; SW480 rerep: 7.6%; MCF10A rereplic: inconclusive; HT1080 IDH1KD tx: -0.5%; KB-3-1 cytotox: 5.4%; ATXN viability: inactive; IL1B secr inh: -12.9; ATXN2 expr inh: -15.8%

How did O=C(Nc1nccs1)c1ccc2c(c1)OCO2 do in these assays?
KB-V1 cytotox: 11.3%; HT1080NT lethal: -19.0%; SW480 rerep: -0.3%; MCF10A rereplic: 16.0%; HT1080 IDH1KD tx: -16.4%; KB-3-1 cytotox: 2.2%; ATXN viability: inactive; IL1B secr inh: -13.8; ATXN2 expr inh: 8.4%

Results for CC(=O)Nc1c(I)c(C(=O)N[C@H]2C(O)O[C@H](CO)[C@@H](O)[C@@H]2O)c(I)c(N(C)C(C)=O)c1I (stereo not given in full) ?
KB-V1 cytotox: 25.5%; HT1080NT lethal: inconclusive; SW480 rerep: 6.8%; MCF10A rereplic: -4.9%; HT1080 IDH1KD tx: 15.8%; KB-3-1 cytotox: 0.0%; ATXN viability: inactive; IL1B secr inh: 28.8; ATXN2 expr inh: -1.4%

Results for CCCC[C@H](CN[C@@H](CNC)[C@H](C)CC)NCCC12CCC(CC1)C2 ?
KB-V1 cytotox: 0.0%; HT1080NT lethal: inconclusive; SW480 rerep: 10.5%; MCF10A rereplic: inconclusive; HT1080 IDH1KD tx: inconclusive; KB-3-1 cytotox: inconclusive; ATXN viability: 28.2µM*; IL1B secr inh: -67.6*; ATXN2 expr inh: 28.2µM*

Results for O=C1CCCC(=O)C1=C1SCCCS1 ?
KB-V1 cytotox: 0.2%; HT1080NT lethal: -1.3%; SW480 rerep: inconclusive; MCF10A rereplic: inconclusive; HT1080 IDH1KD tx: -4.4%; KB-3-1 cytotox: 1.7%; ATXN viability: inactive; IL1B secr inh: 10.4; ATXN2 expr inh: 2.3%

What do the screens show for `COC(=O)c1c(-c2cccs2)csc1NC(=O)c1ccc(Cl)cc1`?
KB-V1 cytotox: -16.2%; KB-3-1 cytotox: 0.0%; ATXN viability: inactive; ATXN2 expr inh: 23.4%

2 neighbouring entries already listed:
Results for O=C1CCCC(=O)C1=C1SCCCS1 ?
KB-V1 cytotox: 0.2%; HT1080NT lethal: -1.3%; SW480 rerep: inconclusive; MCF10A rereplic: inconclusive; HT1080 IDH1KD tx: -4.4%; KB-3-1 cytotox: 1.7%; ATXN viability: inactive; IL1B secr inh: 10.4; ATXN2 expr inh: 2.3%

What do the screens show for `COC(=O)c1c(-c2cccs2)csc1NC(=O)c1ccc(Cl)cc1`?
KB-V1 cytotox: -16.2%; KB-3-1 cytotox: 0.0%; ATXN viability: inactive; ATXN2 expr inh: 23.4%
